Assay outcomes from PubChem BioAssay.
D1 antagonist: Antagonist of Human D 1 Dopamine Receptor: qHTS | D(1A) dopamine receptor (Homo sapiens), P21728 | HEK293 TREx D1 cells, calcium flux, dopamine EC80; hits give low values | activity change, negative = inhibition, % at 10 µM | 360,000 tested, 3.2% active | AID 504652, 2011; in the data active = activity change below about -30%; note: % is set by controls: 0 for no effect and ±100 for the full control effect
Target sequence (P21728 whole entry, looked up): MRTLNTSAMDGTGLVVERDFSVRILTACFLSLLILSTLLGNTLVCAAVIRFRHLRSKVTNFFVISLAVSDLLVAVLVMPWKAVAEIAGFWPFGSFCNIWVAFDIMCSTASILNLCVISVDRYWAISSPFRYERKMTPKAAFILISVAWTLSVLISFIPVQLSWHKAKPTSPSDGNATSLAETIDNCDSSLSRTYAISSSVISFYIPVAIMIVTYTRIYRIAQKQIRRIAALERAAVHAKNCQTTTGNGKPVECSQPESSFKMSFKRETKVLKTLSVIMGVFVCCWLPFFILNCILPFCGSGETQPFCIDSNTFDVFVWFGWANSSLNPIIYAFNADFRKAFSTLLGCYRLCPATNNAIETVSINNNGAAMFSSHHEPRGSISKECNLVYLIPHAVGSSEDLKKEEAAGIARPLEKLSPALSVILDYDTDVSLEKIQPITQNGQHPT
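Tetracycline-induced HEK293 Trex D1 cells, force-coupled to calcium, dye-loaded; compounds added and read 180 s, then EC80 dopamine added and calcium flux tracked kinetically another 180 s.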
D2 PAM: HTS Assay for Positive Allosteric Modulators of the Human D2 Dopamine Receptor: Primary Screen for Potentiators; HEK293 T-REx D2, calcium flux, EC20 dopamine potentiation; AID 485347, 2010; 340,000 tested, 0.34% active; D(2) dopamine receptor (Homo sapiens), P14416; potentiation, % at 10 µM;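 active = potentiation over 3 SD above the plate norm, cut at about 30% in these data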; note: 0% is about no effect
Target sequence (P14416 whole entry, looked up): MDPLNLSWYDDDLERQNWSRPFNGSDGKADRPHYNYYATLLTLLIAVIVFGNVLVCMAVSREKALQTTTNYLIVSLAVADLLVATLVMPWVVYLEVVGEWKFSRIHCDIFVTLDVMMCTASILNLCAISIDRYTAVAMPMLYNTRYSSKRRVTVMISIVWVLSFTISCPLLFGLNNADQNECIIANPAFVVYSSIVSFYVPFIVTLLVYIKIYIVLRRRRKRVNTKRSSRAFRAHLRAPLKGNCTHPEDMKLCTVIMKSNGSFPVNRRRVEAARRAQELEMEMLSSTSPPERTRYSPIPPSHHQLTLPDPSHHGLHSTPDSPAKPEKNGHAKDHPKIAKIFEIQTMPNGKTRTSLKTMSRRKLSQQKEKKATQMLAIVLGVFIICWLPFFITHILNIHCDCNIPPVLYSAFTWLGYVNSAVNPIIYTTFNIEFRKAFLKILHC
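Tetracycline-induced HEK293 T-REx cells force-coupled to calcium signalling expressed D2; compounds were pin-added after a 10 s baseline, read kinetically 180 s, then an EC20 dopamine challenge followed with a further 180 s calcium read.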
D1 PAM: Potentiators of Human D1 Dopamine Receptor: qHTS; D(1A) dopamine receptor (Homo sapiens), P21728; HEK293 TREx D1 cells, calcium flux, dopamine EC20 potentiation; potentiation, % at 10 µM; 360,000 tested, 0.036% active; AID 504651, 2011; in the data active = potentiation above about 30%; note: 0% is about no effect
RXFP1 antagonist: qHTS Assay for Antagonists of the Relaxin Receptor RXFP1. Relaxin receptor 1 (Homo sapiens), Q9HBX9. activity change, negative = inhibition, % at 57.5 µM. HEK293-RXFP1, relaxin-stimulated cAMP HTRF, 30 min; hits give low values. 350,000 tested, 0.59% active. AID 1259400, 2018;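 active = activity change of -60% or lower, but not beyond a set lower limit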; note: % is set by controls: 0 for no effect and ±100 for the full control effect
D2 antag: HTS Assay for Allosteric Antagonists of the Human D2 Dopamine Receptor: Primary Screen for Antagonists; 340,000 tested, 2% active; inhibition, % at 10 µM; AID 485344, 2010; HEK293 TREx D2 cells, calcium flux, dopamine EC80; in the data active = inhibition above about 30%; note: 0% is about no effect
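Tetracycline-induced HEK293 TREx cells expressing D2 receptor forced-coupled to calcium signalling, loaded with no-wash calcium dye. Compounds added and calcium flux read 180 s, then dopamine added at EC80 and read a further 180 s.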
TRHR enhancer: qHTS for Small Molecule Agonists and Allosteric Enhancers of Human TRH Receptor: Primary Screen for Enhancers; Thyrotropin-releasing hormone receptor (Homo sapiens), P34981; TRHR cells, fluo-8 calcium fluorescence, EC20 TRH enhancement; enhancement, % at 2 µM; 360,000 tested, 0.66% active; AID 493056, 2011; in the data active = enhancement above about 30%; note: 0% is about no effect
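TRHR-expressing cells loaded with fluo-8 calcium dye were read kinetically (ex 480/em 530) during compound addition, then stimulated with an EC20 of TRH (10 nM final). Enhancement of the Gq-mediated intracellular calcium response was scored.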
TRHR agonist: qHTS for Small Molecule Agonists and Allosteric Enhancers of Human TRH Receptor: Primary Screen for Agonists. 360,000 tested, 0.18% active. AID 493084, 2011. TRHR cells, calcium flux fluo-8, FDSS agonist mode. activation, % at 2 µM; note: 0% is about no effect
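Fluo-8-loaded TRHR cells; 10 s baseline, compound added, kinetic Ca2+ fluorescence read 1/s, agonist mode.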
D1 agonist: Allosteric Agonists of the Human D1 Dopamine Receptor: qHTS; D(1A) dopamine receptor (Homo sapiens), P21728; HEK293 T-REx D1 cells, calcium flux, agonist mode; activation, % at 2 µM; 360,000 tested, 1% active; note: 0% is about no effect
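Agonism was scored from calcium flux recorded over 180 s (1 read/s) after pintool compound addition, following a 10-cycle baseline. Cells were inducible force-coupled HEK293 TREx D1, plated overnight at 30 C and loaded with no-wash calcium dye.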
D2 agonist: HTS Assay for Allosteric Agonists of the Human D2 Dopamine Receptor: Primary Screen for Agonists | D(2) dopamine receptor (Homo sapiens), P14416 | HEK293 T-REx D2 cells, calcium flux agonist mode | activation, % at 2 µM | 340,000 tested, 0.53% active | AID 485358, 2010;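 active = activation over 3 SD above normal in the single-dose calcium agonist read, cut at about 30% in these data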; note: 0% is about no effect
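Calcium-flux readout, 1 cycle/sec over 180 s following compound pin transfer, in inducible HEK293 Trex D2 cells (force-coupled); dopamine controls included. Positive calcium responses during this window marked compounds as potential agonists.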
Active calls of the source: *; nt = no result given. Cut-off read from the data, not from the text of the source, unless noted: active = activation above about 30%; inactive = the rest.

SMILES	D1 antagonist	D2 PAM	D1 PAM	RXFP1 antagonist	D2 antag	TRHR enhancer	TRHR agonist	D1 agonist	D2 agonist
COc1ccc(NC(=O)NCCC2=CCCCC2)cc1	5	-11	4	-3	20	-9	-0.3	6	-0.5
CCCCn1c(N)c(N(CCC(C)C)C(=O)CC2CCCC2)c(=O)[nH]c1=O	4	-11	0	-3	-2	-11	0.1	4	-0.4
COc1ccc(CC(=O)NCc2ccc3c(c2)CCN3C(=O)c2ccc(C)cc2)cc1OC	-9	-13	-2	3	nt	3	-0.9	-1	1.4
CN(C)c1ccc(/C=C2\SC(=S)N(Nc3ncc(C(F)(F)F)cc3Cl)C2=O)cc1	-63*	-3	-13	8	-19	27	80*	168*	45*
COc1ccc(S(=O)(=O)N2CCN(c3nc(C)cc(C)n3)CC2)cc1	4	-5	-6	-5	8	10	0.4	0	0.1
COc1ccc(-c2onc(C)c2C)cc1S(=O)(=O)NC1CCCCC1	21	3	0	19	nt	15	0.4	0	-0.1
CC(C)C(C)NC(=O)Cn1cnc2c(oc3ccccc32)c1=O (configuration not stated)	1	-1	-5	5	1	15	0.0	0	-0.5
Cn1nnnc1SCC(=O)NC(=O)c1cccc([N+](=O)[O-])c1	3	-3	1	-4	-5	4	0.3	1	-0.1
Cc1cc(C(=O)Cn2nc(C(=O)O)c3ccccc3c2=O)c(C)n1C1CC1	9	12	-9	-7	-8	-5	0.4	6	-7.5
COc1ccc(/C=C/c2onc(C)c2S(=O)(=O)N2CCC(C(=O)N3CCCCC3)CC2)cc1	-11	-6	-6	-5	nt	0	-0.1	3	-0.5
COc1ccc(C(=O)CC2(O)C(=O)N(Cc3ccccc3Cl)c3ccccc32)cc1 (configuration not stated)	1	12	-2	nt	nt	12	-0.8	0	0.3
Cc1cc(/C=N/NC(N)=S)c(C)n1-c1ccc(Br)cc1	-49*	-4	-17	-32	8	-6	0.5	5	-0.3
COc1ccc(CCN=Cc2c(C)[nH]n(-c3ccc([N+](=O)[O-])cc3)c2=O)cc1OC	-3	7	0	-1	4	12	0.6	-1	0.7
CCCCN(C)C(=O)c1nc2ccccn2c1CN1CCN(c2ccccn2)CC1	-4	-25	-2	-18	5	3	0.2	0	53*
CC(=O)c1cccc(S(=O)(=O)N2CCCC(c3nc4c(nnn4Cc4cccc(Cl)c4)c(=O)[nH]3)C2)c1 (configuration not stated)	-8	21	-5	1	23	-3	-0.2	2	-1.3
Cc1c(C(=O)O)oc2c1C(O)CCC2 (configuration not stated)	16	4	-6	3	-3	6	-0.1	1	0.1
COc1cccc(C(=O)c2cn(CC(=O)Nc3cc(Cl)c(OC)cc3OC)c3nc(C)ccc3c2=O)c1	28	12	-1	-3	nt	-3	-0.5	4	-0.1
CC(=O)c1ccc(S(=O)(=O)NCCC(=O)NCCc2c[nH]c3ccccc23)cc1	-22	14	-3	3	9	5	-0.5	3	0.4
COCCNC(=O)CN1C(=O)c2cccc3cccc1c23	3	5	-1	-5	6	9	1.2	1	1.1
O=C(Nc1cccc(C(=O)Nc2cccc(Br)c2)c1)c1ccccc1	-14	-5	-8	-10	24	-8	2.6	22	1.1
O=S(=O)(NCCCSc1ccccc1)c1ccccc1F	-22	-5	-5	3	2	-4	0.9	8	-0.4
C/C(=N/NC(=O)c1ccc(C)s1)c1cccc(NC(=O)c2ccoc2C)c1	-6	14	2	-2	4	6	1.2	3	1.1
COC(=O)c1ccc(NC(=O)Cc2coc3cc(C)ccc23)cc1	-22	-25	-3	-22	nt	-1	0.3	11	-0.2
CCc1ccccc1NC(=O)CCc1nc(-c2ccc(C)cc2)no1	-16	-9	3	-3	-3	-1	-2.0	-1	-0.2
O=C(O)c1ccccc1C(=O)NCC(O)c1ccccc1 (configuration not stated)	-2	-5	2	18	-3	1	0.7	2	9.7

Part of the list above, reformatted.
Each structure is followed by: D1 antagonist | D2 PAM | D1 PAM | RXFP1 antagonist | D2 antag | TRHR enhancer | TRHR agonist | D1 agonist | D2 agonist
CN(C)c1ccc(/C=C2\SC(=S)N(Nc3ncc(C(F)(F)F)cc3Cl)C2=O)cc1
    -63* | -3 | -13 | 8 | -19 | 27 | 80* | 168* | 45*
COc1ccc(S(=O)(=O)N2CCN(c3nc(C)cc(C)n3)CC2)cc1
    4 | -5 | -6 | -5 | 8 | 10 | 0.4 | 0 | 0.1
COc1ccc(-c2onc(C)c2C)cc1S(=O)(=O)NC1CCCCC1
    21 | 3 | 0 | 19 | nt | 15 | 0.4 | 0 | -0.1
CC(C)C(C)NC(=O)Cn1cnc2c(oc3ccccc32)c1=O (configuration not stated)
    1 | -1 | -5 | 5 | 1 | 15 | 0.0 | 0 | -0.5
Cn1nnnc1SCC(=O)NC(=O)c1cccc([N+](=O)[O-])c1
    3 | -3 | 1 | -4 | -5 | 4 | 0.3 | 1 | -0.1
Cc1cc(C(=O)Cn2nc(C(=O)O)c3ccccc3c2=O)c(C)n1C1CC1
    9 | 12 | -9 | -7 | -8 | -5 | 0.4 | 6 | -7.5
COc1ccc(/C=C/c2onc(C)c2S(=O)(=O)N2CCC(C(=O)N3CCCCC3)CC2)cc1
    -11 | -6 | -6 | -5 | nt | 0 | -0.1 | 3 | -0.5
COc1ccc(C(=O)CC2(O)C(=O)N(Cc3ccccc3Cl)c3ccccc32)cc1 (configuration not stated)
    1 | 12 | -2 | nt | nt | 12 | -0.8 | 0 | 0.3
Cc1cc(/C=N/NC(N)=S)c(C)n1-c1ccc(Br)cc1
    -49* | -4 | -17 | -32 | 8 | -6 | 0.5 | 5 | -0.3
COc1ccc(CCN=Cc2c(C)[nH]n(-c3ccc([N+](=O)[O-])cc3)c2=O)cc1OC
    -3 | 7 | 0 | -1 | 4 | 12 | 0.6 | -1 | 0.7
CCCCN(C)C(=O)c1nc2ccccn2c1CN1CCN(c2ccccn2)CC1
    -4 | -25 | -2 | -18 | 5 | 3 | 0.2 | 0 | 53*

Returning to the listing with the two entries that preceded the break.
SMILES	D1 antagonist	D2 PAM	D1 PAM	RXFP1 antagonist	D2 antag	TRHR enhancer	TRHR agonist	D1 agonist	D2 agonist
CCc1ccccc1NC(=O)CCc1nc(-c2ccc(C)cc2)no1	-16	-9	3	-3	-3	-1	-2.0	-1	-0.2
O=C(O)c1ccccc1C(=O)NCC(O)c1ccccc1 (configuration not stated)	-2	-5	2	18	-3	1	0.7	2	9.7
O=C(c1ncn(Cc2ccccc2)c1C(=O)N1CCc2ccccc2C1)N1CCc2ccccc2C1	nt	9	2	nt	14	-4	0.2	1	1.1
COc1ccccc1CN1CC(C(=O)N(Cc2cnn(C)c2)C(C)C)CCC1=O (configuration not stated)	-14	-6	-5	7	-5	-1	-0.1	1	-0.1
COc1ccccc1C(=O)NCCC(=O)Nc1ccc(S(=O)(=O)N2CC(C)CC(C)C2)cc1 (configuration not stated)	19	9	4	-3	-2	2	0.4	0	0.7
COCCSc1ccccc1C(=O)N1CCCC(C)C1 (configuration not stated)	-23	8	-1	-8	3	-1	-0.3	1	-0.1
CN(NC(=O)c1ccc(Cl)cc1)c1ncc(C(F)(F)F)cc1Cl	-9	-15	-6	-6	5	-6	0.0	8	0.4
CC(=O)Nc1ccc(Br)c2ccccc12	nt	-7	-5	4	25	3	-0.4	7	0.6
COc1ccccc1C1CC(c2cccc(NS(C)(=O)=O)c2)=NN1S(=O)(=O)c1ccccc1 (configuration not stated)	-4	11	-4	4	11	31*	0.5	9	-2.2
N#CCCn1cc(C(=O)NCc2ccccc2)c(-c2cccs2)n1	0	-8	-5	13	1	0	0.3	4	0.0
COc1ccc2sc(N(Cc3cccnc3)C(=O)COc3ccccc3)nc2c1	nt	-9	-2	-24	nt	-5	0.0	9	0.7
CCC(=O)[C@@]1(C)[C@H](C)C[C@H]2[C@@H]3CCC4=CC(=O)C=C[C@]4(C)[C@H]3[C@@H](O)C[C@@]21C	26	8	-3	nt	4	5	-0.2	-2	0.7
Cc1ccc(-n2c(C(C)n3nc(C)c([N+](=O)[O-])c3C)n[nH]c2=S)cc1 (configuration not stated)	44	18	-4	17	14	-1	0.0	-3	0.3
CCCCNC(=S)Nc1cc([N+](=O)[O-])ccc1C	-8	-12	-4	-1	-16	-3	0.3	12	0.0
O=C(CCC1CCCC1)Nc1ccc([N+](=O)[O-])cn1	-27	-10	-9	0	3	-3	-0.5	-1	-1.0
O=C(Nc1cccc(Cl)c1)c1cc(-c2ccco2)on1	-10	nt	-11	-11	nt	-10	0.3	6	nt
CC(=O)c1cccc(NC(=O)CSc2ccc(-c3sc(C)nc3C)nn2)c1	-7	12	-10	-33	-2	9	-0.6	1	-1.4
Cc1ccc(C2=C/C(=C/c3cccnc3)C(=O)O2)c(C)c1	-12	3	-12	-6	-3	1	1.8	3	-0.4
O=C(c1cc(S(=O)(=O)N2CCOCC2)ccc1F)N1CCN(Cc2ccccc2)CC1	-11	0	3	-21	-9	-1	0.2	2	-0.4
CCC1=Nc2cc(C(=O)NCCCN3CCN(C)CC3)ccc2Sc2ccccc21	-10	14	2	8	5	0	0.5	8	-0.6
OCCCc1nc2ccccc2n1CCc1ccccc1	10	16	-1	11	-24	-5	0.4	1	0.2
CCOC(=O)c1c(-c2cccs2)csc1NC(=O)c1ccncc1	14	-4	-6	-14	-9	-4	-1.4	5	0.4
COc1ccc(C)cc1N(CC(=O)Nc1ccc(S(=O)(=O)N2CCOCC2)cc1)S(C)(=O)=O	-3	nt	-4	-5	-14	7	0.3	0	1.8
Cc1ccc(C2NC(=S)NC3=C2C(=O)CCC3)cc1 (configuration not stated)	22	nt	-4	-13	nt	1	-0.1	1	nt
CCNC(=O)c1sc(-c2ccccc2)nc1C	13	-1	0	-6	11	0	-0.5	1	-0.2
O=C(Nc1cccc(C(=O)O)c1)/C(=C/c1ccc2c(c1)OCO2)NC(=O)c1cccc(Br)c1	-8	5	-4	-2	-6	-10	-0.8	3	0.3
CCOc1cc(C(=O)NCC(=O)N2CCC3(CC2)NCCc2[nH]cnc23)cc(OCC)c1OCC	2	-3	0	-119*	-6	-12	0.6	3	0.1

No enrichment for hits; 7.3% or so of the library scored in one or more.
